TrxR1 substrate: substrates of rat thioredoxin reductase 1 | O89049 | purified TrxR1 substrate turnover, NADPH consumption readout | Potency, µM (top dose mostly 114 µM), without a hit: at the top dose activity change, negative = substrate turnover | 390,000 tested, 0.01% active | AID 588456; also: potency is read from the fitted curve at half-maximal effect; % is scaled to controls: 0 for no effect and ±100 for the full control effect; nearly all actives have a fitted effect of over 50% in size
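Rat TrxR1, dispensed at 90 nM, was prereduced with 400 uM NADPH (final) for 5 min at ~22 deg C, then incubated with compound 15 min before 400 uM selenite. A first-read NADPH fluorescence drop versus no-compound background flagged substrates.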
mIDH1 inhibitor: inhibitors of human mutant IDH1 R132H | IDH1-R132H enzyme, NADPH consumption, diaphorase/resazurin fluorescence | Potency, µM (highest dose often 76.6 µM), without a hit: at the top dose activity change, negative = inhibition, actives largely listed as inhibitors | 390,000 tested, 0.093% active; also: potency is read from the fitted curve at half-maximal effect; % is scaled to controls: 0 for no effect and ±100 for the full control effect; nearly all actives have a fitted effect of over 65% in size
Target sequence (O75874 whole entry R132H, stated change not applied): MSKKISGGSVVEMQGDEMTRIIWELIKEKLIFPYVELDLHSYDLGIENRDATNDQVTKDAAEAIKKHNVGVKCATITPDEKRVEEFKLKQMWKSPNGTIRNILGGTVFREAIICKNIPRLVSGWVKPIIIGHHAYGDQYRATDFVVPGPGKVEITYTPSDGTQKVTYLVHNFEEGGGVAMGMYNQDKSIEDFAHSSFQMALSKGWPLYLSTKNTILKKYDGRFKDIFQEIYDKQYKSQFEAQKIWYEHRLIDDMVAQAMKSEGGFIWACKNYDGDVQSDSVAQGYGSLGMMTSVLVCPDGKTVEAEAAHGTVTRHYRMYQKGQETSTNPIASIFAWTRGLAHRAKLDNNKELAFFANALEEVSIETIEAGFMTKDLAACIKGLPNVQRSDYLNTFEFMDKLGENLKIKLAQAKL
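IDH1-R132H (0.5 ug/mL) preincubated 30 min with compound, then NADPH (0.016 mM) and alpha-KG (2 mM) added; 80 min at RT, pH 7.5. Remaining NADPH coupled via diaphorase/resazurin to fluorescence (540/590 nm); concentration-response curves normalized to no-enzyme control.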
Pin1 inh: human Pin1 inhibition; Pin1 FP peptide displacement, HiFluor488, 10 min; Q13526; Potency, µM (doses to about 115 µM), without a hit: top-dose activity, negative = inhibition, actives largely listed as inhibitors; 390,000 tested, 0.009% active; active = well fitted inhibition curve with a large enough effect in the polarisation, with a control signal flat, not every such curve was filed as active; inconclusive = small, poorly fitted or top-dose-only effect, or effect the other way, or a change in a side signal; inactive = no such curve, though single readings can be large or run the other way; the % refers to the polarisation; also: potency is read from the fitted curve at half-maximal effect; % is scaled to controls: 0 for no effect and ±100 for the full control effect
Target sequence (Q13526 whole entry, looked up): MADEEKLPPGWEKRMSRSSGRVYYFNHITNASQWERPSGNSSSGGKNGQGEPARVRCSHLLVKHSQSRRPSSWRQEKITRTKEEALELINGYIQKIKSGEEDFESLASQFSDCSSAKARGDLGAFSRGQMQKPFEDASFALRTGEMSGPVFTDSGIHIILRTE
PI4K2A inh: blocks human PI4K2A kinase activity; Q9BTU6; purified PI4K2A, ADP-Glo luminescence, 1 h; active compounds read low; activity change, negative = inhibition, % at 76.9 µM; 420,000 tested, 0.13% active; in the data active = activity change below about -50%; inconclusive = mostly about -30% to -49%;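 also: -100% = wells without enzyme as full effect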
Target sequence (Q9BTU6 whole entry, looked up): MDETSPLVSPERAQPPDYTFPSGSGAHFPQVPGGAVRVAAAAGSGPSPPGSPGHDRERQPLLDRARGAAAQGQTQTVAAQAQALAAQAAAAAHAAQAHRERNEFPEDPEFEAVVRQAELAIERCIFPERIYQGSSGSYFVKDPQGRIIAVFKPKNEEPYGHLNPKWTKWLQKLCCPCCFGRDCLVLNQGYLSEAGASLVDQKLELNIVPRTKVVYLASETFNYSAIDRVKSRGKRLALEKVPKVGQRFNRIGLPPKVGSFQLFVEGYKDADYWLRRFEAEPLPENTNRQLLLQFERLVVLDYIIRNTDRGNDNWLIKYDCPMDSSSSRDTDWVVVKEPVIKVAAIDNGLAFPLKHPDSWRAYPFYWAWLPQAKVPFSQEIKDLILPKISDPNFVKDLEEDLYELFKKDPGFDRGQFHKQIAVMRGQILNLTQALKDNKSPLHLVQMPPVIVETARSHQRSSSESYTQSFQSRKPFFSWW
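Compounds are screened against recombinant PI4K2A using PI as substrate and ATP, the latter dispensed at 300 microM. Reactions run one hour at ambient temperature before ADP-Glo detection; full inhibition defined by wells lacking enzyme.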
PGK inhibitor: T. brucei PGK inhibition; PGK/GAPDH coupled, Kinase-Glo luminescence, 60 min; Potency, µM (series often up to 57.5 µM), without a hit: at the highest dose activity change, negative = inhibition, hits mostly inhibitors; 380,000 tested, 0.043% active; AID 602233; also: potency is read from the fitted curve at half-maximal effect; % is scaled to controls: 0 for no effect and ±100 for the full control effect; nearly all actives have a fitted effect of over 60% in size
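Recombinant glycosomal PGK reaction used 1,3-bisphosphoglycerate generated in-well by GAPDH (100nM final) in 100mM TEA pH 7.6, 5mM MgCl2, 0.01% Tween-20. After 60 minutes at room temperature, ATP was read by Kinase-Glo Plus luminescence end-point.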
TrxR1 inh: blocks rat thioredoxin reductase 1 | O89049 | recombinant rTrxR1, NADPH fluorescence consumption, selenite substrate | Potency, µM (highest dose often 114 µM), for the others: top-dose activity change, negative = inhibition, actives largely listed as inhibitors | 390,000 tested, 1% active | AID 588453; also: potency is read from the fitted curve at half-maximal effect; % is scaled to controls: 0 for no effect and ±100 for the full control effect; nearly all actives have a fitted effect of over 65% in size
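Rat TrxR1 (90 nM in the dispensed reagent) was pre-reduced with 400 uM NADPH for 5 min at room temperature, then incubated with compound for 15 min. After 400 uM selenite was added, NADPH fluorescence (Ex 340/Em 450 nm) was followed for 8 min.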
HP1b chromo inh: inhibitors of HP1-beta chromodomain binding to methylated histone tails; 390,000 tested, 0.56% active; P83916; AlphaScreen HP1-beta / biotin-H3K9me3 peptide binding; AID 540317; Potency, µM (top dose mostly 114 µM), for inactives: at the top dose activity change, negative = inhibition, most hits filed as inhibitors; also: potency is read from the fitted curve at half-maximal effect; nearly all actives have a fitted effect of over 70% in size; inactives centre near 23
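Compound inhibition of the preformed complex between 50 nM HP1-beta and 50 nM biotinylated H3K9me3 peptide was read by AlphaScreen. Buffer was PBS pH 7.4 with 0.01% Tween-20. Incubations ran 30 min at room temperature, with 10 ug/mL donor/acceptor beads.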
GLS inhibitor: glutaminase GLS (human) inhibition; GLS enzymatic activity, qHTS titration; Potency, µM (series often up to 45.5 µM), inactives show at the top dose activity change, negative = inhibition, most hits filed as inhibitors; 410,000 tested, 0.21% active; also: potency is read from the fitted curve at half-maximal effect; % is scaled to controls: 0 for no effect and ±100 for the full control effect
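Two-point fluorescence kinetic (t0, 30 min RT) for hKGA; glutamate detected via glutamate oxidase–HRP–Amplex Red. Substrate: 1 mM L-glutamine solution; buffer 45 mM KH2PO4, pH 8.2.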
USP1-UAF1 inh: inhibitors of human USP1/UAF1 deubiquitinase; AID 743255; recombinant USP1/UAF1, Ub-Rhodamine cleavage fluorescence; 390,000 tested, 0.23% active; Potency, µM (titrated, usually from 57.1 µM), inactives show at the top dose activity change, negative = inhibition, hits mostly inhibitors; also: potency is read from the fitted curve at half-maximal effect; % is scaled to controls: 0 for no effect and ±100 for the full control effect; nearly all actives have a fitted effect of over 60% in size; inactives centre near -12
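Step one: compound is pinned into 1nM USP1/UAF1 in HEPES pH 7.8 buffer with TCEP. Step two: 15 min room-temperature incubation. Step three: Ub-Rho (150nM final) starts cleavage, tracked by fluorescence over six one-minute reads.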
The depositor's hits bear a star; i = inactive; ? = inconclusive; · = no result given; [ ] = dose if it differs, or a comment. Unless noted, calls follow the shape of the dose curve; as a rule, active = well fitted curve in the direction sought with a large enough effect; inconclusive = small, poorly fitted or top-dose-only effect, or another doubt; inactive = no such curve, though single readings can be large; an effect the other way counts as inactive or inconclusive. Some of the compounds tested. The share of hits here may be higher or lower than overall.

Values run as follows: TrxR1 substrate	Pin1 inh	mIDH1 inhibitor	TrxR1 inh	GLS inhibitor	PGK inhibitor	HP1b chromo inh	USP1-UAF1 inh	PI4K2A inh
Cc1cc(C(=O)N/N=C2\CC(=O)CC(C)(C)C2)n[nH]1
 : 6.2%[57.1 µM]	-9.5%	6.7%	-1.4%[57.1 µM]	23.4%	-1.4%	15.6%	-20.8%	-4.5
Cc1ccc(C(=O)CNc2ccc(C)c(Cl)c2)cc1
 : -10.7%	-2.0%	-3.5%	-16.1%	7.3%	2.6%	29.4%	-4.1%	3.7
CCOC(=O)c1ccc(N/C=C2/CCCC(C)C2=O)cc1 (centres undefined)
 : -8.6%	2.6%	0.2%	-9.0%	9.2%	-1.6%	6.9%	1.7%	-3.1
CCOc1ccc(NC(=O)CSc2nnc(C3CC3)n2C)cc1
 : 1.3%	-1.0%	-4.3%	13.2%	-0.4%	-0.8%	-2.5%	-9.8%	-2.2
COc1cc(Cl)c(C)cc1NC(=O)CSc1sc2c(O)cc(=O)[nH]c2c1C#N
 : -10.8%	?	-8.1%	-10.9%	2.2%	-4.2%	0.8%	-9.2%	-8.2
COc1ccc(Cl)cc1C1CC(=O)Nc2cc3c(cc21)OCCO3 (centres undefined)
 : -5.1%	0.6%	-1.8%	8.4%	-7.3%	-9.6%	7.7%	?	0.6
COc1ccccc1NC(=O)Nc1ccc2c(c1)nc(C)n2C
 : 3.1%	-3.9%	-1.5%	15.5%[57.1 µM]	4.8%	-11.2%	15.6%	-2.0%	-5.2
CC(=O)OC(C[N+]1(C)CCCCCC1)c1ccccc1 (centres undefined)
 : -5.4%	1.8%	-7.6%	10.0%	0.1%	·	23.1%	-6.3%	-0.5
Cc1cccc(NC(=O)c2cccnc2Cl)n1
 : 6.3%	1.4%	-7.3%	1.8%	7.5%	-3.0%	24.8%	-7.1%	-1.4
COc1cccc(CC(=O)N2CCN(c3ccccc3[N+](=O)[O-])CC2)c1
 : -2.3%	-13.3%	0.0%	12.5%	-2.1%	i	13.2%	-8.6%	2.2
CC(=O)OC1c2ccccc2C(=O)N1Cc1ccccc1Cl (centres undefined)
 : 8.9%[57.1 µM]	-5.1%	-9.4%	10.9%[57.1 µM]	-5.8%	0.6%	21.3%	-13.1%	1.1
CCOc1ccc(NC(=O)CN(C)C(=O)c2ccccc2CCc2ccccc2)cc1OCC
 : -1.4%[57.1 µM]	4.4%	0.2%	0.3%[57.1 µM]	-4.3%	i	39.9%	?	0.2
Cc1csc(C(=O)NN)c1N(C)C
 : 0.8%	·	-9.0%	20.7%	29.8%	-7.3%	36.6%	-22.0%	5.3
CCOC(=O)c1ccc(NC(=O)C2=C(C)Nc3nc(SCc4ccc(Cl)cc4)nn3C2c2ccc(C)cc2)cc1 (centres undefined)
 : 3.0%	-9.1%	0.0%	14.0%	0.5%	i	11.2%	18.5%	0.2
CC1CCN(C(=O)CSc2n[nH]c(-c3ccc(F)cc3)n2)CC1
 : 1.8%[57.1 µM]	-3.1%	9.9%	15.7%[57.1 µM]	-27.5%	-8.1%	24.9%[57 µM]	10.0%	7.2
Cc1ccc2c(c1)N(CC(=O)NCc1ccco1)C(=O)C(C(C)C)O2 (centres undefined)
 : 9.9%[57.1 µM]	-4.7%	1.6%	21.4%[57.1 µM]	1.8%	-0.5%	34.2%	-26.7%	4.1
CCOc1ccc(S(=O)(=O)NCCC(=O)N(C)Cc2cccs2)cc1
 : -7.6%	-5.2%	-0.5%	-4.1%	3.1%	i	15.6%	-11.4%	-6.7
Cn1c(=O)cc(SCC(=O)NCCCN2CCOCC2)c2ccccc21
 : -7.2%	1.1%	18.9%	-19.2%	3.9%	-0.7%	42.4%[activator]	0.9%	6.0
COC(=O)c1sccc1NC(=O)CC1C(=O)NCCN1C(=O)c1c(F)cccc1Cl (centres undefined)
 : -10.8%[57.1 µM]	-3.8%	-2.6%	-12.5%[57.1 µM]	3.1%	10.0%	15.1%	-23.0%	-1.6
NC(=O)C1CCN(CC(=O)Nc2ccccn2)CC1
 : -1.0%	-11.4%	-10.8%	-2.4%	-4.2%	-1.8%	22.4%	-17.4%	7.0
O=C(N/N=C/c1ccc(F)cc1)c1cc(-c2ccco2)nc2ccccc12
 : 8.7%	·	11.2%	-31.2%	10µM*	?	22.4µM*	-39.5%	?
Cc1ccccc1CCN(C(=O)c1csnn1)C(C(=O)NC1CCCC1)c1ccco1 (centres undefined)
 : -9.4%	7.3%	-0.5%	12.8%[57.1 µM]	-0.8%	-3.3%	25.6%	-15.9%	0.8
COc1ccc(C)cc1CN(C)c1ccc(S(=O)(=O)N2CCN(C)CC2)cn1
 : 1.8%[57.1 µM]	-9.0%	-2.7%	9.7%[57.1 µM]	-2.0%	i	36.9%	-14.5%	-0.1
COc1ccc(C(=O)NCCn2cc(SCc3c(F)cccc3Cl)c3ccccc32)cc1
 : 0.1%	24.7%	-9.5%	12.5%	1.4%	-1.8%	13.4%	-7.0%	3.1
Cc1cccc(OCC(=O)Nc2cccc(OCc3cc(=O)n4cccc(C)c4n3)c2)c1
 : -5.5%[57.1 µM]	32.9%[activator]	25.2%	1.4%[57.1 µM]	?	-17.9%	24.6%[57 µM]	4.3%	-2.9
CCOC(=O)CN1N=C(c2ccc(Cl)s2)CSC1=O
 : 8.4%	-2.0%	2.2%	42.7%[11.4 µM]	0.1%	-10.2%	26.4%	-1.7%	-5.1
CC(C)(C)c1ccc(Oc2ccc(NC(=O)c3ccccc3C(=O)O)cn2)cc1
 : 7.1%	?	4.6%	6.8%	-2.1%	-5.8%	76.9%[activator]	-7.1%	-22.1
Cc1ccc([N+](=O)[O-])cc1S(=O)(=O)Nc1ccc(O)c(Sc2ncn[nH]2)c1
 : 0.8%	-7.6%	1.2%	-8.8%	30.3%[activator]	7.5%	24.9%	-7.3%	-4.8
COC(=O)c1sccc1NC(=O)Nc1ccc(C)cc1C
 : 5.4%	2.4%	0.9%	30.4%	-2.9%	2.8%	27.6%	-27.8%	-0.6
CCN(C(=O)COC(=O)c1ccccc1SCC(=O)N1CCCC1)C1CCS(=O)(=O)C1 (centres undefined)
 : 10.7%	-5.2%	5.9%	36.3%	-2.3%	-4.3%	0.6%	-11.0%	-7.3
O=C(Nc1ccc(N2CCN(C(=O)c3ccccc3F)CC2)cc1)c1cncc(Br)c1
 : -6.0%	-9.9%	1.8%	-4.2%	29.1%	-1.9%	-19.7%	-13.2%	6.1
CCc1ccc(NC(=O)N2CCN(C(=O)C3CCCO3)CC2)cc1 (centres undefined)
 : 5.9%	1.1%	1.8%	11.2%	6.6%	4.4%	24.9%	-0.4%	-0.5
Cc1ccc(OCCn2cc(/C(N)=N/O)c3ccccc32)cc1C
 : -6.2%	?	7.0%	5.6%	15.9%	-9.7%	-7.9%	-4.9%	-1.0
COc1ccc(OCC(=O)OCc2cc(=O)n3nc(-c4cccs4)sc3n2)cc1
 : 1.3%[57.1 µM]	72.2%[activator]	6.0%	18.3%[57.1 µM]	0.3%	i	72.3%[activator]	-25.7%	-26.1
Cc1nn(C)c(C)c1C1C(C#N)=C(N)OC2=C1C(=O)CC(C)(C)C2 (centres undefined)
 : 9.8%[57.1 µM]	-1.7%	17.2%	8.5%[57.1 µM]	2.4%	-0.1%	16.7%	-4.0%	-5.8
CC1(C)CC2CC(C)(CN2S(=O)(=O)c2ccc(N)cc2)C1 (centres undefined)
 : 5.1%	1.3%	2.3%	37.0%[activator]	-4.0%	-2.2%	20.8%	-19.4%	-2.7
COc1ccc(N(C(=O)c2csnn2)C(C(=O)NC2CCCC2)c2cccs2)cc1 (centres undefined)
 : 2.0%	-2.9%	9.2%	8.3%	-4.8%	10.1%	17.8%	-16.2%	6.7
Cc1ccc(Cn2c(=O)c3ccccc3n3c(-c4ccccc4)nnc23)cc1
 : -0.9%	-0.9%	0.0%	9.2%	-8.8%	i	35.4%	-11.0%	2.7
CC1(C)CC(=O)C2=C(C1)NC(SCC(=O)Nc1ccccc1)=C(C#N)C2c1ccco1 (centres undefined)
 : 1.6%[57.1 µM]	44.0%[activator]	-5.5%	0.1%[11.4 µM]	-15.2%	0.0%	1.5%	-12.3%	-0.6
CC(=O)Nc1cccc(N/C(N)=N/c2nc(C)cc(C)n2)c1
 : -9.0%	0.7%	21.8%	-15.8%	2.5%	4.1%	31.5%	-3.6%	2.2
CN(C)S(=O)(=O)c1ccc(C(=O)OCC(=O)NC(=O)NCc2ccccc2)cc1
 : -4.6%	5.9%	5.6%	-7.4%	-17.5%	18.6%	56.3%[activator]	-25.9%	4.0
Cc1ccc(C)c(N2CCN(C(=O)CCNS(=O)(=O)c3ccc4c(c3)CCN4C(=O)C3CC3)CC2)c1
 : 4.4%[57.1 µM]	30.8%[activator]	0.0%	35.7%[57.1 µM]	-11.8%	i	5.2%[57 µM]	-13.0%	0.5

Source: PubChem (National Center for Advancing Translational Sciences (NCATS))
